Assay outcomes: PubChem BioAssay, National Center for Advancing Translational Sciences (NCATS)
GLA spleen mod – qHTS Assay for Inhibitors and Activators of Human alpha-Galactosidase From Spleen Homogenate; Alpha-galactosidase A (Homo sapiens), P06280; 240,000 tested, 0.008% active; Potency, µM (top dose mostly 80 µM), for the others: at the top dose activity change, negative = inhibition, most hits filed as inhibitors; AID 2107, 2009; human spleen homogenate, 4MU-alpha-Gal fluorescence, 40 min;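 further: potency means the concentration at half of the fitted maximal effect; 0% = enzyme with vehicle and -100% = no enzyme basal signal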
Target sequence (P06280 32-429 limits assumed): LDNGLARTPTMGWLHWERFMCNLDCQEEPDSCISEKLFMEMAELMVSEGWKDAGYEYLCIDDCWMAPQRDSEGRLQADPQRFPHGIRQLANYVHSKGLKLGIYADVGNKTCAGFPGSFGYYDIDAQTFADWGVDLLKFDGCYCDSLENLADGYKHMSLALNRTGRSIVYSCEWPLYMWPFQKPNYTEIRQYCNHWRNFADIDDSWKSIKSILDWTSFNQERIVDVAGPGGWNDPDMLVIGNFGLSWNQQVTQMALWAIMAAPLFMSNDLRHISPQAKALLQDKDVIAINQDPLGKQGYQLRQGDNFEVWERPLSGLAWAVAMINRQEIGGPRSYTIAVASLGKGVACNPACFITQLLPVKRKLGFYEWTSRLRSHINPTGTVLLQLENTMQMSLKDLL
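Human spleen homogenate (1 ug) was the enzyme source, with 4-methylumbelliferyl-alpha-D-galactopyranoside (1 mM final) in pH 5.0 citrate buffer with 0.01% Tween-20. Compounds were titrated; after 40 min at 37C, NaOH/glycine stop, 4-MU fluorescence read; AC50 from Hill fits.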
Epigenetic derep – Quantitative High-Throughput Screen for Regulators of Epigenetic Control; Potency, µM (highest dose often 53.9 µM), for inactives: at the top dose GFP activation, most hits filed as activators; murine LDR cells, GFP reporter derepression, 30 h; 280,000 tested, 0.2% active; AID 1865, 2009; further: potency means the concentration at half of the fitted maximal effect; % of control where 0% means no effect; nearly all actives have a fitted effect of over 60% in size
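GFP-positive cell count by laser-scanning cytometry (objects 20–120 um) after 30 h, 37 C compound exposure of murine LDR cells; reporter is CMV-GFP integrated at a silenced locus, inducible by HDAC or DNMT inhibitors.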
NPSR antag – qHTS Assay for Antagonists of the Neuropeptide S Receptor: cAMP Signal Transduction | AID 1461, 2008 | 220,000 tested, 1% active | CHO-NPSR cells, cAMP TR-FRET, antagonist mode | Q6W5P4 | Potency, µM (series often up to 38.3 µM), for inactives: top-dose activity change, negative = inhibition, most hits filed as inhibitors; further: potency means the concentration at half of the fitted maximal effect; on the % scale 0 is the no-effect control and ±100 the full control effect; nearly all actives have a fitted effect of over 50% in size; many of its hits are not listed in these tables
CBFb-RUNX1 inh – qHTS Assay for Compounds Blocking the Interaction Between CBF-beta and RUNX1 for the Treatment of Acute Myeloid Leukemia; Runt-related transcription factor 1 (Homo sapiens) + Core-binding factor subunit beta …; AlphaScreen CBFb-His/RUNX1-biotin binding, biochemical; Potency, µM (titrated, usually from 59.8 µM), for the others: at the highest dose activity, negative = inhibition, actives largely listed as inhibitors; 230,000 tested, under 10 active; AID 1477, 2009; further: % of control where 0% means no effect
Target sequence (Q01196 whole entry, looked up): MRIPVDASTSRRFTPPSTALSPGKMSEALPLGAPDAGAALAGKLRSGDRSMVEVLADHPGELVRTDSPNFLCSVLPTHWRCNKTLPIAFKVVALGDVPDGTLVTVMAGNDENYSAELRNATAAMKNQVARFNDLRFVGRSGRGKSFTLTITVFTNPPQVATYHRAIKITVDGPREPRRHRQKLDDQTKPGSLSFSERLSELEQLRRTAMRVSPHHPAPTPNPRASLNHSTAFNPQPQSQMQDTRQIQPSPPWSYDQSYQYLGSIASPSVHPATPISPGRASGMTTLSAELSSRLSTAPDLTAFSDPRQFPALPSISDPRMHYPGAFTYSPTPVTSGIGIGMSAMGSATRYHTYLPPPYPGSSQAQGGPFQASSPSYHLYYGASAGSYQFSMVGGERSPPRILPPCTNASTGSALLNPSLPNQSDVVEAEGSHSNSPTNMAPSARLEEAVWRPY
Target sequence (Q13951 whole entry, looked up): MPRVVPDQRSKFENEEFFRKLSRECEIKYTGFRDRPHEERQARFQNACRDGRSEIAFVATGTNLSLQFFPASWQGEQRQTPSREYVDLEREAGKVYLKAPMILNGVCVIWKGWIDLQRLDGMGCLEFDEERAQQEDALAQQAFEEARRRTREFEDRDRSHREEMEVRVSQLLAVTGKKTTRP
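Bead-based AlphaScreen assay; binding partners His-tagged CBF-beta and biotinylated RUNX1 at 30 nM each. Compound exposure 15 min after a 20-min protein preincubation; bead step 90 min; all steps at room temperature.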
Lamin A splicing – qHTS Assay for Modulators of Lamin A Splicing; HeLa LMNA splicing GFP/RFP minigene ratio, 48 h; Potency, µM (top dose mostly 46.1 µM), for the others: at the highest dose ratio change, negative = inhibition, actives largely listed as inhibitors; 200,000 tested, 0.01% active; AID 1487, 2009; active means well fitted inhibition curve with a large enough effect in the signal ratio, with a control signal flat, not every such curve was filed as active; inconclusive means small, poorly fitted or top-dose-only effect, or effect the other way, or a change in a side signal; the % refers to the signal ratio; further: potency means the concentration at half of the fitted maximal effect; on the % scale 0 is the no-effect control and ±100 the full control effect
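S3 HeLa stable clones carrying a lamin A-EGFP splicing minigene plus DsRed2 were seeded at 600 cells/well in Opti-MEM with 2% FBS, pin-dosed and incubated 48 h at 37°C. Acumen cytometry (488 nm) gave the GFP/RFP total-intensity ratio.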
IMPase Li cell – qHTS Assay for Identifying the Cell-Membrane Permeable IMPase Inhibitors: Potentiation with Lithium | CHO-M1 cells, IP1 TR-FRET (IP-One), carbachol + lithium | Potency, µM (titrated, usually from 59.4 µM), without a hit: at the top dose activity, negative = IMPase inhibition, hits mostly inhibitors | AID 1457, 2008 | 210,000 tested, 0.35% active;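 further: IP1 builds up when IMPase is blocked and the TR-FRET signal falls; potency means the concentration at half of the fitted maximal effect; plate controls were basal vehicle for no effect and high inhibitor control for full effect; nearly all actives have a fitted effect of over 50% in size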
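CHO cells stably expressing M1 receptor (2000/well, cultured 16–30 h) treated 30 min at 37C with compound plus low lithium. Cytosolic IP1 by TR-FRET (665/620 ratio and 620 channel) after 10 min lysis; AC50 by Hill fit.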
KinaseGlo FLuc – Counterscreen for Luciferase (Kinase-Glo TM) Inhibition; Potency, µM (titrated, usually from 38.3 µM), without a hit: at the highest dose activity change, negative = inhibition, hits mostly inhibitors; Luciferin 4-monooxygenase (Photuris pensylvanica), Q27757; 200,000 tested, 0.28% active; Kinase-Glo luciferase, ATP luminescence, 8 min; further: potency means the concentration at half of the fitted maximal effect; on the % scale 0 is the no-effect control and ±100 the full control effect; nearly all actives have a fitted effect of over 60% in size
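Substrate mix (final 50 mM imidazole pH 7.2, 50 mM KCl, 7 mM MgCl2, 10 uM ATP, 0.01% Tween 20, 0.05% BSA) plus pin-tool compound, then Kinase-Glo detection mix; 8 min ambient, luminescence read.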
Active calls of the source: *; ? = inconclusive; · = not tested or not shown; [ ] = remark or other dose. Unless noted, the call rests on the fitted dose curve; in most records, active means well fitted curve in the direction sought with a large enough effect; inconclusive means small, poorly fitted or top-dose-only effect, or another doubt; inactive means no such curve, though single readings can be large; an effect the other way counts as inactive or inconclusive.

SMILES	GLA spleen mod	Epigenetic derep	NPSR antag	CBFb-RUNX1 inh	Lamin A splicing	IMPase Li cell	KinaseGlo FLuc
CCN(CC)S(=O)(=O)c1ccc(Cl)c(NC(=O)COC(=O)/C=C/c2cc(OC)c(OC)c(OC)c2)c1	-5%	-1.3%	-5%	-10%	-2%	-4%	-2%
CC1=C(C(=O)Nc2ccccn2)C(c2ccc(F)cc2)n2ncnc2N1 (configuration not stated)	12%	4.8%	17%[46.1 µM]	-13%	-6%	11%[38.3 µM]	-3%
Cc1ccc2nc(C)cc(N/N=C/c3cccnc3)c2c1	-1%	-1.1%	-2%	0%	5%[46 µM]	1%	-2%
Cc1ccc(C)c(NC2=NCC(=O)N2C2CCCCC2)c1	-5%	-1.2%	-10%[46.1 µM]	-3%	1%	16%	0%
O=c1c(CCc2ccccc2)nc2cnc(N3CCNCC3)nc2n1C1CC1	-4%	·	·	·	-4%	6%	·
O=C(/C(=C/c1ccccc1Cl)c1ccccc1)N1CCOCC1	-2%	-0.9%	-4%	1%	7%	14%	-1%
Cc1ccc(N2C(=O)[C@@H]3Cc4ccccc4CN3C2=O)cc1	5%	-1.0%	-5%[46.1 µM]	7%	-4%	15%[38.3 µM]	0%
Cc1cc(Cl)ccc1NC(=S)NC(C)(C)C	0%	1.1%	-22%	13%	-12%[46 µM]	3%	1%
COc1cc(-c2nc3ccc4ccccc4c3c3c2CCC3)cc(OC)c1OC	2%	0.0%	?	2%	-14%	13%[38.3 µM]	-7%
CCOC(=O)c1c(NC(=O)/C=C/c2ccc3c(c2)OCO3)sc(C)c1C	2%	1.6%	7%[46.1 µM]	-5%	4%	13%[38.3 µM]	2%
O=C(Cc1ccccc1)Nc1ccc(NC(=O)C2CCCCC2)nc1	8%	-0.1%	-11%	5%	0%[46 µM]	21%	-1%
O=S(=O)(c1cccc(F)c1)N1CCc2sccc2C1c1ccc(OC(F)(F)F)cc1 (configuration not stated)	2%	1.1%	?	11%	·	·	·
COc1ccc2cc(C3CC(c4ccco4)=NN3C(=O)CCC(=O)O)c(Cl)nc2c1 (configuration not stated)	1%	-1.6%	-20%	12%	-9%	-5%	0%
O=C(CCCCCC(=O)N(CCO)CCO)N(CCO)CCO	-2%	0.9%	-4%[46.1 µM]	9%	-4%	-12%[38.3 µM]	12%
Cc1ccccc1OCC(=O)N1N=C(c2cccnc2)CC1(O)C(F)(F)F (configuration not stated)	-15%	0.0%	-9%	11%	-10%	-2%	-2%
COC(=O)CCN(C(=O)C12CC3CC(CC(C3)C1)C2)c1ccccn1	3%	-0.9%	-4%[46.1 µM]	15%	6%	7%[38.3 µM]	-2%
CCC(=O)N1C(=O)C2(Nc3ccccc3N2)c2ccccc21	-5%	-4.4%	11%	6%	·	2%	1%
CCCCCCCCC(=O)NNC(=O)c1c(O)c2ccccc2n(CC)c1=O	7%	-7.1%	-18%	9%	?	-5%	1%
COc1ccc(/C=N/NC(=O)CCSc2nc3ccccc3s2)cc1	3%	1.0%	7%	-5%	?	2%	4%
CC(=O)c1c(C)[nH]c(C(=O)N2CCc3ccccc3C2)c1C	11%	1.1%	-4%[46.1 µM]	8%	-14%	-2%[38.3 µM]	-4%
CCOC(=O)CC1Sc2ccccc2NC1=O (configuration not stated)	-2%	-1.5%	-27%[46.1 µM]	13%	10%	0%[38.3 µM]	1%
Cc1ccc2c(C(=O)CNc3nncs3)c(C)[nH]c2c1	-4%	1.4%	-14%	-3%	·	·	·
NNC(=O)c1ccc(CSc2nc3ccccc3[nH]2)cc1	-4%	-0.3%	-15%	-1%	·	-1%	-4%
COc1ccc(NC(=O)NCc2ccc3c(c2)OCO3)cc1	2%	-4.5%	17%	4%	·	-9%	-1%

Three entries already listed, arranged by their value in NPSR antag, ascending.
SMILES	NPSR antag
NNC(=O)c1ccc(CSc2nc3ccccc3[nH]2)cc1	-15%
COc1ccc(/C=N/NC(=O)CCSc2nc3ccccc3s2)cc1	7%
COc1ccc(NC(=O)NCc2ccc3c(c2)OCO3)cc1	17%

In another format: results already given.
mol,GLA spleen mod,Epigenetic derep,NPSR antag,CBFb-RUNX1 inh,Lamin A splicing,IMPase Li cell,KinaseGlo FLuc
CCC(=O)N1C(=O)C2(Nc3ccccc3N2)c2ccccc21,-5%,-4.4%,11%,6%,·,2%,1%
CCCCCCCCC(=O)NNC(=O)c1c(O)c2ccccc2n(CC)c1=O,7%,-7.1%,-18%,9%,?,-5%,1%
COc1ccc(/C=N/NC(=O)CCSc2nc3ccccc3s2)cc1,3%,1.0%,7%,-5%,?,2%,4%
CC(=O)c1c(C)[nH]c(C(=O)N2CCc3ccccc3C2)c1C,11%,1.1%,-4%[46.1 µM],8%,-14%,-2%[38.3 µM],-4%
CCOC(=O)CC1Sc2ccccc2NC1=O (configuration not stated),-2%,-1.5%,-27%[46.1 µM],13%,10%,0%[38.3 µM],1%
Cc1ccc2c(C(=O)CNc3nncs3)c(C)[nH]c2c1,-4%,1.4%,-14%,-3%,·,·,·
NNC(=O)c1ccc(CSc2nc3ccccc3[nH]2)cc1,-4%,-0.3%,-15%,-1%,·,-1%,-4%
COc1ccc(NC(=O)NCc2ccc3c(c2)OCO3)cc1,2%,-4.5%,17%,4%,·,-9%,-1%

Continued:
SMILES	GLA spleen mod	Epigenetic derep	NPSR antag	CBFb-RUNX1 inh	Lamin A splicing	IMPase Li cell	KinaseGlo FLuc
COc1cccc(OCCCOc2ccccc2C(C)C)c1	-7%	0.0%	-9%[46.1 µM]	26%	-7%	-16%[38.3 µM]	-3%
O=C(Cc1ccccc1)NC(NCCc1ccccc1)C(Cl)(Cl)Cl (configuration not stated)	-5%	0.8%	-28%[46.1 µM]	7%	11%	-1%[38.3 µM]	2%
CCOC(=O)c1[nH]c2cc(OC)c(OC)cc2c1NC(=O)C(C)N1CCN(Cc2ccccc2)CC1 (configuration not stated)	3%	-2.8%	-16%[46.1 µM]	-1%	-5%	8%[38.3 µM]	15%
CCOc1ccc(CN(C)CC(=O)Nc2cccc(C)c2)cc1OC	1%	-4.0%	2%	-3%	?	21%	-1%
CC(=O)N/C(=C/c1ccccc1)C(=O)NCCO	-8%	2.3%	1%[46.1 µM]	4%	-6%	4%[38.3 µM]	0%
O=C(Nc1ccc2c(c1)OCO2)c1cccs1	0%	-1.5%	3%[46.1 µM]	0%	2%	-6%[38.3 µM]	8.9µM*
Cc1nnc(SCC(=O)N2CCC(Cc3ccccc3)CC2)n(N)c1=O	-13%	-0.9%	1%[46.1 µM]	9%	-13%	1%	-1%
N#Cc1cc(-c2ccccc2)nnc1Sc1ccc(Cl)cc1	6%	1.5%	-16%[46.1 µM]	5%	-7%	7%[38.3 µM]	-2%
CCn1nc(C)cc1C(=O)N1CCCC(CCC(=O)NCc2ccccc2F)C1 (configuration not stated)	4%	5.1%	-5%	3%	-12%[46 µM]	4%	0%
O=C(COC(=O)c1ncc(Cl)c(Cl)c1Cl)c1ccc(Cl)s1	-8%	0.0%	-29%	-2%	-3%	?	-3%
CCCN(CCC)CCOc1cc(C)ccc1C(C)C	-5%	-3.8%	16%	-4%	11%	16%	-1%
O=C(/C=C/c1ccco1)NC(=S)Nc1ccccn1	4%	0.0%	-12%[46.1 µM]	-6%	-2%	10%[38.3 µM]	-5%
CC(C)[C@@H]1NC(=O)N(c2ccc(Oc3ccccc3)cc2)C1=O	-4%	0.0%	-12%[46.1 µM]	1%	?	0%[38.3 µM]	1%
O=C1CC(c2ccccc2F)c2cc3c(cc2N1)CCC3 (configuration not stated)	-6%	0.0%	6%[46.1 µM]	-11%	?	6%[38.3 µM]	0%
CCn1c(COc2ccccc2C)nc2ccccc21	2%	1.2%	-9%[46.1 µM]	13%	-7%	-5%	-11%
O=C(c1csnn1)N1CCC2(CC1)CN(C(c1ccccc1)c1ccccc1)C2	3%	·	·	·	·	-3%	-3%
COC(=O)c1ccc(CSc2nnc(-c3ccncc3)n2Cc2ccccc2)o1	-8%	-3.7%	2%[46.1 µM]	7%	0%	·	·
CCOc1ccccc1-n1c(SCC(=O)NC)nnc1-c1ccco1	-2%	0.8%	-2%[46.1 µM]	3%	4%	5%[38.3 µM]	1%
COc1ccc(NCC(=O)N/N=C/C=C/c2ccccc2[N+](=O)[O-])cc1	12%	0.0%	-8%	?	?	5%	-2%
CCN(CC)S(=O)(=O)c1cccc(C(=O)N[C@H](C(=O)OCC(N)=O)C(C)C)c1	-8%	-3.1%	-4%[46.1 µM]	2%	-4%	14%[38.3 µM]	-6%
Cc1nn(CCCC(=O)O)c(C)c1[N+](=O)[O-]	-5%	-0.4%	8%	6%	-1%[46 µM]	3%	-1%
CCOc1ccc(CC(=N)C2=C(O)CC(C)(C)CC2=O)cc1OCC	-1%	5.7%	3%	1%	2%	6%	-2%
COc1ccc(NC(=O)CS(=O)CC(=O)NCc2cccc(C(F)(F)F)c2)cc1 (configuration not stated)	-1%	-3.3%	-6%[46.1 µM]	6%	13%	19%[38.3 µM]	1%
CCOc1cc(C=O)ccc1OCC(=O)N1CCCC1	4%	2.5%	-16%	5%	27%[46 µM]	-2%	0%
O=C(Cn1ccc2ccccc2c1=O)N1CCN(Cc2ccc3c(c2)OCO3)CC1	11%	-1.0%	-4%[46.1 µM]	3%	?	·	·
CCCN(CCC)CC(C)(C)NS(=O)(=O)c1ccc(Cl)cc1	1%	4.8%	3%	5%	·	·	·
CCOC(=O)c1c(NC(=S)Nc2cccc(C)c2)sc2c1CC(C)(C)SC2	-2%	-1.0%	-56%	0%	-13%	-2%	2%
Cc1nn(-c2ccccc2)c2c1C1(C(=O)N(C)c3ccccc31)C(C#N)=C(N)O2 (configuration not stated)	2%	1.1%	-6%[46.1 µM]	-3%	3%	21%[38.3 µM]	-1%
O=C(c1cnccn1)N1CCC2(CCCN(c3ccccc3)C2)CC1	19%	·	·	·	·	22%	1%

This is a subset (hit frequency here may not be typical).
